Mcl-1 Bim block: inhibitors of Bim peptide binding to Mcl-1, primary screen, biochemical, bead-based flow cytometry, multiplex; actives 0.1% (n = 190,000); Bim peptide-Mcl-1 binding; Induced myeloid leukemia cell differentiation protein Mcl-1 (Homo sapiens), Q07820; inhibition, % at 10 µM; in the data active means inhibition above about 40%;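 further: 0% = no compound tracer wells and 100% = peptide blocker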
Target sequence (Q07820 whole entry, looked up): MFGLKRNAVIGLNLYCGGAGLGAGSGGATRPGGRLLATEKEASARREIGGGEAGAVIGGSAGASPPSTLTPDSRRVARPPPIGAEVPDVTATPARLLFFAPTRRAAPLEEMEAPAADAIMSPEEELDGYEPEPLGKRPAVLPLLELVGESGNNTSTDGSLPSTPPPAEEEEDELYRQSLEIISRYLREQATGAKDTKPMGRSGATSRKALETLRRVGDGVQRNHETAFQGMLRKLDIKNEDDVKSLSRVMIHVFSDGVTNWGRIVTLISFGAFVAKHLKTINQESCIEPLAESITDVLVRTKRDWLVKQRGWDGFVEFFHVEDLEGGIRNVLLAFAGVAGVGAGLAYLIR
Rab2A wt mod: modulators of GTP binding to Rab2A wildtype, primary screen, biochemical, dog, bead-based flow cytometry, multiplex; AID 760, 2007; GTP binding activity, % at 10 µM; GST-Rab2 wt beads, Bodipy-GTP binding; actives 0.19% (n = 190,000); Ras-related protein Rab-2A (Canis lupus familiaris), P61105;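 active means GTP binding activity at least 20 points away from 100%, either lowered or raised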;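 further: 0% = beads with excess unlabeled GTP and 100% = no-compound control corrected for plate trend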
Rac1 wt modul: wildtype Rac1 GTP binding modulators, primary screen, biochemical, GST-Rac1 beads, flow cytometry, multiplex. fluorescent GTP binding; actives lie on both sides; 0 = cold GTP competed, 100 = untreated. actives 0.27% (n = 190,000). GTP binding activity (% of control), % at 10 µM. Ras-related C3 botulinum toxin substrate 1 (Homo sapiens), P63000;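 active means GTP binding activity at least 20 points away from the 100% control level, either lower or higher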
Mcl1 Bid PPI: Mcl-1/Bid binding inhibitors, primary screen, biochemical, TR-FRET, 1536-well; Induced myeloid leukemia cell differentiation protein Mcl-1 (Homo sapiens), Q07820; AID 1021, 2008; TR-FRET Mcl-1/Bid-Dy647 peptide binding; actives 0.97% (n = 220,000); inhibition, % at 21.7 µM;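 active means compounds that cut the binding signal by more than half at the single screening dose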;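 further: His-tagged Mcl-1 with europium anti-His antibody binding Bid BH3 peptide; 0% = Mcl-1 plus peptide wells and 100% = peptide-only wells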
Cdc42 wt GTP: modulators of GTP binding to wildtype Cdc42, primary screen, biochemical, multiplex bead flow cytometry, Bodipy-GTP; AID 761, 2007; percent activity (GTP binding), % at 10 µM; actives 0.2% (n = 190,000); GST-Cdc42 beads; actives lie on both sides; Cell division control protein 42 homolog (Homo sapiens), P60953;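 active means percent activity GTP binding at least 20 points away from the 100% baseline, either down as inhibitor or up as activator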;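 further: median bead fluorescence of bound Bodipy-FL-GTP at 100 nM; 0% = excess unlabeled GTP control and 100% = no compound control; below 100% means less GTP binding so inhibitor and above means activator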
Target sequence (P60953 whole entry, looked up): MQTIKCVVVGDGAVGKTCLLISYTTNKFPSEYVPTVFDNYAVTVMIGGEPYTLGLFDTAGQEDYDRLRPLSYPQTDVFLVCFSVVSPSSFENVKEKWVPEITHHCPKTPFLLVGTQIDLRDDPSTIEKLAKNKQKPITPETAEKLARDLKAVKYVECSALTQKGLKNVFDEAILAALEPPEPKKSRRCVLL
Rab7 wt modul: modulators of GTP binding to Rab7, primary screen, biochemical, wildtype, multiplex bead flow cytometry | Rab7 GTPase wild type (dog), Bodipy-FL-GTP binding | GST-Rab7 beads, fluorescent GTP binding; actives lie on both sides; untreated = 100%, excess cold GTP = 0% | GTP binding activity (percent of control), % at 10 µM | actives 0.055% (n = 190,000) | AID 758, 2007;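 active means fluorescent GTP binding to Rab7 beads changed by at least 20 points from the 100% baseline, either direction, mostly lower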;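 further: median green fluorescence of bound Bodipy-FL-GTP per Rab7 bead population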
Avidin fluor: green autofluorescence of compounds with avidin beads – biophysical, 488/530 nm, flow cytometry, artefact control, profiling panel. compound fluorescence 488/530 nm; hits give high values. fluorescence (KMESF) at 10 µM. actives 0.38% (n = 220,000). AID 1775, 2009; in the data active means fluorescence above about 47; further: inactives centre near 10
Mcl1-Noxa inh: Mcl-1/Noxa binding inhibitors, primary screen, biochemical, TR-FRET, 1536-well; actives 1.5% (n = 220,000); AID 1022, 2008; inhibition, % at 21.7 µM; TR-FRET Mcl-1/Noxa peptide binding, 2 h;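 active means compounds that cut the protein-peptide binding signal by more than 50% relative to plate controls in a single-dose test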;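 further: His-tagged Mcl-1 with rhodamine Noxa BH3 peptide and terbium anti-His antibody; 0% = Mcl-1 plus Noxa peptide wells and 100% = peptide-only wells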
Rac1 mut GTP: GTP binding modulators of activated mutant Rac1, primary screen, biochemical, bead-based flow cytometry, multiplex, fluorescent GTP; percent activity (GTP binding), % at 10 µM; AID 764, 2007; Ras-related C3 botulinum toxin substrate 1 (Homo sapiens), P63000; GST-Rac1 activated beads; actives lie on both sides; 100% means binding = to untreated wells; actives 0.11% (n = 190,000);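 active means GTP binding at least 20 percentage points away from the 100% baseline, in either direction, so actives lie on both sides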
Pf gamet viab: late stage P. falciparum gametocyte viability inhibitors, primary screen, ATP luminescence, HTS. P. falciparum stage V gametocytes, 24 h. inhibition, % at 10.9 µM. actives 0.065% (n = 150,000). AID 743093, 2013;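 active means inhibition above the mean plus 3 SD of compounds within the control limits, set per campaign, cut at about 38% in these data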;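 further: 0% = DMSO wells and 100% = medium only without gametocytes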
HRas wt GTP bind: modulators of GTP binding to HRas wildtype, primary screen, biochemical, bead-based flow cytometry, multiplex. AID 759, 2007. actives 0.14% (n = 190,000). GST-Ras wt beads, Bodipy-FL-GTP binding; actives lie on both sides. GTP binding activity, % at 10 µM;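 active means GTP binding activity at least 20% away from the 100% baseline, either lowered as inhibitor or raised as activator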;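 further: 0% = unlabeled GTP competition control and 100% = no-compound control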
Target sequence (P01112 whole entry, looked up): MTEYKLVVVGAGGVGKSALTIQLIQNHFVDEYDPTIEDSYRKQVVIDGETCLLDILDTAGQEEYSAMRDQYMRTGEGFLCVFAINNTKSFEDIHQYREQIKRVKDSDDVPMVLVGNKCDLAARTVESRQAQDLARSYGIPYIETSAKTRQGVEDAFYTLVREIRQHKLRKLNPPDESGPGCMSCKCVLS
* hit, by the source's call; nt = no result given.

SMILES	Mcl-1 Bim block	Rab2A wt mod	Rac1 wt modul	Mcl1 Bid PPI	Cdc42 wt GTP	Rab7 wt modul	Avidin fluor	Mcl1-Noxa inh	Rac1 mut GTP	Pf gamet viab	HRas wt GTP bind
CCCC(c1nnnn1C(C)(C)C)N1CCN(Cc2ccccc2OC)CC1 (centres undefined)	-2	98	100	3	99	105	11	39	96	6	97
c1ccc(-c2cc(N3CCCCCC3)n[nH]2)cc1	-1	100	99	-30	102	97	17	12	101	nt	101
Cc1c2c(nc3c(C)cccc13)OC(C)C2 (centres undefined)	-4	100	107	-11	105	102	36	25	98	16	99
S=c1nc[nH]c2c1sc1nc(-c3ccccc3)c3c(c12)CCCC3	-2	96	97	-8	95	94	5	30	97	nt	93
CN1CCN(C(=O)c2ccc(N3CCCC3=O)cc2)CC1	1	100	103	-7	99	99	11	11	102	nt	98
CCOC(=O)NC1(C(F)(F)F)NC(=O)N(C2CCCCC2)C1=O (centres undefined)	-2	101	106	-9	101	99	1	8	102	nt	101
COC(=O)c1cc(C(=O)OC)cc(-n2c(C)cc(C(=O)CC#N)c2C)c1	-1	101	104	-11	102	98	8	2	102	nt	99
COc1cc(/C=N/NC(=O)CCn2cnc(-c3ccccc3)c2-c2ccccc2)ccc1O	-2	91	93	-16	94	94	23	15	91	-9	93
CN1CCN(C(=S)NC(=O)c2ccc(-c3ccccc3)cc2)CC1	2	100	99	-9	97	106	11	14	92	1	98
C=CCn1cc(C(C)=O)c(=O)[nH]c1=O	0	95	102	3	99	94	11	11	98	3	98
O=C(CCCn1c(=S)[nH]c2ccsc2c1=O)Nc1ccc2c(c1)OCCO2	-2	92	92	-44	91	98	18	18	92	-4	93
O=C(COC(=O)c1ccc(Br)cc1)NCc1ccc(F)cc1	0	98	96	-26	100	100	9	-10	94	4	100
COc1ccc(CC2(CO)CCN(Cc3cccc(OC)c3OC)CC2)cc1	1	96	98	-27	94	97	11	-3	96	-8	94
O=c1cc(-c2ccccc2)nc2nc(SCc3ccccc3)[nH]n12	-3	94	97	9	98	93	5	13	96	nt	96
Cc1occc1C(=O)Nc1cccc(C(F)(F)F)c1	-2	96	99	-8	97	94	6	0	95	0	97
Cc1cc2nc(SCCN3CCCC3)[nH]c2cc1C	-1	98	97	-65	98	97	22	5	97	nt	99
COC(=O)Nc1ncc(CN2CCCCC2)s1	-1	96	92	-11	96	95	13	5	95	4	97
O=C(c1ccc2snnc2c1)N1CCN(c2ccccc2)CC1	0	98	101	-51	100	98	7	11	98	-1	100
O=C1NCCN1C(=O)C12CC3CC(CC(C3)C1)C2	-1	100	97	-27	99	101	9	6	96	-9	101
O=C(N/C(=C/c1ccccc1Cl)C(=O)N1CCCC1)c1ccccc1	-1	98	100	-2	102	98	10	3	97	nt	97

2 compounds picked at random from those above, as already listed:
SMILES	Mcl-1 Bim block	Rab2A wt mod	Rac1 wt modul	Mcl1 Bid PPI	Cdc42 wt GTP	Rab7 wt modul	Avidin fluor	Mcl1-Noxa inh	Rac1 mut GTP	Pf gamet viab	HRas wt GTP bind
O=C1NCCN1C(=O)C12CC3CC(CC(C3)C1)C2	-1	100	97	-27	99	101	9	6	96	-9	101
c1ccc(-c2cc(N3CCCCCC3)n[nH]2)cc1	-1	100	99	-30	102	97	17	12	101	nt	101

New compounds follow:
SMILES	Mcl-1 Bim block	Rab2A wt mod	Rac1 wt modul	Mcl1 Bid PPI	Cdc42 wt GTP	Rab7 wt modul	Avidin fluor	Mcl1-Noxa inh	Rac1 mut GTP	Pf gamet viab	HRas wt GTP bind
O=C1CC(N2CCOCC2)C(=O)N1c1ccccc1Cl (centres undefined)	0	96	97	-28	97	98	7	-3	94	-18	98
CCOC(=O)NN1C(=O)c2ccccc2NC1(C)C	-1	97	100	-6	97	98	9	-5	95	1	97
CSC1=NCCN1S(=O)(=O)c1ccc(C)cc1	0	94	98	-9	96	94	9	-12	97	nt	97
CCOC(=O)c1c(C)[nH]c(C)c1C(=O)COC(=O)/C=C/c1cccc(C(F)(F)F)c1	0	95	98	-32	92	93	12	6	99	-2	99
CCCC1CC(C)(C(=O)CSc2n[nH]c(-c3ccccc3)n2)OC1=O (centres undefined)	0	103	109	-8	107	101	3	15	102	nt	104
CCOC(=O)C1=C(C)NC(SC)=NC1c1ccc(OC)cc1 (centres undefined)	2	102	107	17	102	103	4	-2	98	-19	101
COc1ccc(C=NCCCN2CCOCC2)cc1	-5	101	102	-14	97	103	38	6	99	-11	101
Cn1c(O)c(N=NC(=S)Nc2ccccc2F)c2cc(S(=O)(=O)N3CCOCC3)ccc21	0	100	104	-67	106	105	7	-59	96	6	100
Cc1ccc(Oc2nnc(-c3ccccc3)cc2C#N)cc1	0	99	98	0	103	98	33	24	98	5	100
CC(NC(=O)c1ccccc1Cl)C1COc2ccccc2O1 (centres undefined)	11	98	101	-5	99	97	17	-19	97	4	97
COc1ccc(C2Nc3ccccc3C(=O)N2Cc2ccco2)cc1COc1ccccc1F (centres undefined)	1	98	101	-40	99	98	3	3	99	-16	100
O=C(CCCn1c(=O)[nH]c2cc(Cl)ccc2c1=O)N1CCN(c2ccc([N+](=O)[O-])cc2)CC1	-1	97	102	-5	98	97	7	24	97	nt	97
CN(c1ccc(C(=O)Nc2cccnc2)cc1)S(C)(=O)=O	-1	99	105	3	100	100	39	5	98	-11	100
Cc1cc(C)n(-c2nc3ccccc3nc2N2CCCC2)n1	-3	99	105	0	100	101	22	10	97	nt	100
O=C(NCCOc1nc(N2CCOCC2)nc(N2CCOCC2)n1)Nc1ccccc1	-3	103	101	-7	102	98	8	-26	101	nt	102
Cc1cccnc1NC(=S)NC(=O)/C=C/c1ccccc1	0	103	102	-29	100	104	6	10	101	-12	102
COc1ccc(C2C(C#N)C(C#N)N3CCCN23)cc1 (centres undefined)	0	103	100	-40	103	98	14	7	99	-14	104
Cc1ccc(NC(=O)CCNS(=O)(=O)c2cccc3nsnc23)cc1	-4	97	103	0	101	98	10	3	97	-8	98
OC1CCCCC1Sc1nc2ccccc2s1 (centres undefined)	0	102	102	-30	103	105	10	15	99	nt	102
O=C(CCC(=O)N1CCN(S(=O)(=O)c2ccc(Cl)cc2)CC1)Nc1ccc(Cl)cc1Cl	-1	97	99	11	98	101	2	13	99	nt	100
COc1ccc(/C=N/Nc2nonc2N)cc1	0	100	99	-12	99	101	36	61*	99	nt	101
Cn1cc(CNC(=O)/C=C/c2ccc(Cl)cc2)cn1	-3	100	104	-36	100	104	4	8	97	2	101
COc1ccc2c(c1)sc(N)[n+]2Cc1cc(C)cc2cccnc12	-6	97	103	9	100	95	9	34	99	7	97
Cc1cc(C(F)(F)F)c2sc(N)nc2n1	1	93	90	-7	93	100	13	10	93	nt	94
COc1cc(NC(=O)c2cc(Cl)ccc2Cl)ccc1-c1cc2ccccc2oc1=O	-2	98	98	9	100	101	35	-7	98	nt	101
CC1CCCN(CCOCCOc2ccccc2-c2ccccc2)C1 (centres undefined)	-7	100	102	19	103	100	14	-9	99	-13	101
COc1ccc(Cc2nnc(SCC(=O)Nc3ncc(C)s3)o2)cc1	2	99	102	-23	102	100	8	-6	99	nt	101
CCCCC(=O)NC(=S)Nc1ccc(NC(=O)C(C)C)c(OC)c1	0	97	96	-43	97	96	13	-8	97	-6	96
Cc1ccccc1S(=O)(=O)Cc1ccc(C(=O)NCc2ccc(F)cc2)o1	2	94	100	2	99	94	6	16	97	nt	98
CCC(C)(C)n1nnnc1C(c1cccc(C#N)c1)N1CCN(c2cccc(C)c2C)CC1 (centres undefined)	-3	100	102	-11	102	98	18	70*	99	nt	102
Cc1ccc(Nc2cc(C)nc3nc(C)nn23)cc1	-1	101	106	4	104	95	6	5	98	nt	101
CC(C)CNC(=O)CC(=O)NN=C1CCCC1	0	99	102	2	99	96	6	5	98	15	97
COc1ccccc1CNC(=O)CCn1c(=O)[nH]c2ccsc2c1=O	-1	103	109	-9	103	99	29	3	104	-8	102
O=c1c2ccccc2nnn1CSc1nc2sc3c(c2c(=O)n1CC1CCCO1)CCC3 (centres undefined)	-2	104	108	-9	101	102	23	3	100	nt	104
CCCN(C(=O)CSc1nnnn1C)c1c(N)n(Cc2ccccc2)c(=O)[nH]c1=O	-3	95	96	-4	97	92	24	-7	98	-1	96
COCc1cc(C)n(CC(=O)N/N=C/c2ccc(-c3ccc(Cl)c(C(=O)O)c3)o2)c(=O)c1C#N	1	94	95	-35	97	97	12	13	95	nt	96
CC1Oc2ccccc2OC1(O)c1ccc2ccccc2n1 (centres undefined)	-4	100	100	-3	102	97	15	17	103	0	101
CC1CCCC(C)N1C(=O)Cn1cnc2cc([N+](=O)[O-])ccc2c1=O (centres undefined)	1	84	84	-27	83	99	10	20	93	-12	85
O=C(CCC1CCCN(C(=O)C2=CCCC2)C1)N1CCN(c2ccccn2)CC1 (centres undefined)	2	99	103	-4	104	99	7	-3	98	3	99
CC(Nc1ccc2c(c1)OCCO2)C(=O)Nc1ccc2c(c1)OCO2 (centres undefined)	-1	98	98	-54	96	93	8	1	95	3	97
O=S(=O)(Nc1ccc(-n2cccc2)cc1)c1ccc(Cl)cc1Cl	-2	92	89	-1	90	90	14	-4	91	nt	92
COC(=O)C(CC(=O)c1ccc(Br)cc1)n1ccnc1 (centres undefined)	-11	99	102	3	102	99	3	25	97	nt	100
O=C(Nc1cccnc1)Nc1ccc(F)c(Cl)c1	0	104	106	5	103	104	5	-1	102	nt	104
C=CCOc1nc(-c2ccncc2)nc2ccccc12	1	94	96	-6	96	94	7	14	96	21	95
CCOc1ccc(N2C(=O)CC(Sc3n[nH]c(-c4ccccc4)n3)C2=O)cc1 (centres undefined)	1	97	95	-66	97	102	11	24	95	3	97
Cc1ccc(C)c(CN2C(=O)COc3ccc(C(=O)c4ccccc4C(=O)O)cc32)c1	0	98	99	-3	94	100	11	17	97	2	97
CC1CCc2nc(NC(=O)Nc3ccc4c(c3)OCO4)sc2C1 (centres undefined)	-7	99	103	-7	99	102	21	24	98	10	103

Bioassay records deposited in PubChem BioAssay by several laboratories.
